Screening data deposited in PubChem BioAssay by The Scripps Research Institute Molecular Screening Center.
CHRM4 antagonist = human M4 muscarinic receptor antagonists, primary screen, CHO cells, Fluo-8 calcium fluorescence; Muscarinic acetylcholine receptor M4 (Homo sapiens), P08173; CHO-hM4 cells, ACh EC80; inhibition, % at 3 µM; 0.73% of 360,000 active;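 active = inhibition above its plate's cutoff, the mean inhibition of sample wells plus 3 SD, cut at about 27% in these data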;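 also: 0% = acetylcholine EC80 with DMSO and 100% = DMSO without agonist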
M1 ag = human M1 muscarinic receptor agonists, primary screen, Fluo-8 calcium fluorescence, CHO-K1 cells, HTS; Muscarinic acetylcholine receptor M1 (Homo sapiens), P11229; activation, % at 3 µM; CHO-K1 hM1, agonist mode; 0% DMSO, 100% acetylcholine EC100; 0.33% of 360,000 active;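 active = activation above the run's mean compound activation plus 3 SD, cut at about 16% in these data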;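 also: peak over basal fluorescence ratio within a 140 s kinetic read after compound addition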
Target sequence (P11229 whole entry, looked up): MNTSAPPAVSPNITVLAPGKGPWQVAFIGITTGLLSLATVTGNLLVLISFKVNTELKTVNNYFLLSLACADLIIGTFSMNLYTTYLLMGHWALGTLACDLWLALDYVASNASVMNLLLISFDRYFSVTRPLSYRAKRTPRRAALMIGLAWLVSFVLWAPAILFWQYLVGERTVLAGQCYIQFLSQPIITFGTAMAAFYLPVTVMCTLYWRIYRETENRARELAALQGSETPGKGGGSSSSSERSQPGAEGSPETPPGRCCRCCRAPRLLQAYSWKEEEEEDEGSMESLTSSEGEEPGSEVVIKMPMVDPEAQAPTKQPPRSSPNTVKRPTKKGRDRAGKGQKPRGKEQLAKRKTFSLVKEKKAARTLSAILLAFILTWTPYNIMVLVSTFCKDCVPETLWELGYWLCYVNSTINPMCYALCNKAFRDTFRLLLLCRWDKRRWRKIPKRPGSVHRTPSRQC
TAAR1 agonist = human TAAR1 agonists, primary screen, Fluo-8 calcium fluorescence, CHO RD-HGA16 cells | vehicle wells 0%, saturating PEA agonist 100% | activation, % at 3 µM | 0.99% of 360,000 active | AID 624467, 2012;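 active = activation above the mean activation of all test compounds in the run plus 3 SD, cut at about 38% in these data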
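Assay system – CHO-derived RD-HGA16 cells with stable Gα16 and human TAAR1 · Compound dosing – one-point dosing at 3 µM (nominal) · Incubation – 17-24 h seeding, 75 min 37 °C dye, 30 min RT · Measured by – kinetic Fluo-8 calcium fluorescence · Control set – DMSO vehicle as 0%, PEA at EC100 as 100% · Repeats – single well for each compound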
CHRM1 PAM = human M1 muscarinic receptor positive allosteric modulators, primary screen, CHO-K1 cells, Fluo-8 calcium fluorescence, 1536-well | CHO-K1 hM1, ACh EC20; 0% = ACh EC20, 100% = maximal ACh | activation, % at 3 µM | AID 588819, 2011 | 0.088% of 360,000 active; in the data active = activation above about 19%, passing the limit was not always enough
M5 ag = human M5 muscarinic receptor agonists, primary screen, CHO-K1 cells, Fluo-8 calcium fluorescence. Muscarinic acetylcholine receptor M5 (Homo sapiens), P08912. CHO-K1 hM5 cells; 0% DMSO wells, 100% maximal acetylcholine response. activation, % at 3 µM. 0.19% of 360,000 active;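 active = activation above the run's mean over test compounds plus 3 SD, cut at about 23% in these data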;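 also: signal is peak over basal fluorescence ratio across the kinetic read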
Target sequence (P08912 whole entry, looked up): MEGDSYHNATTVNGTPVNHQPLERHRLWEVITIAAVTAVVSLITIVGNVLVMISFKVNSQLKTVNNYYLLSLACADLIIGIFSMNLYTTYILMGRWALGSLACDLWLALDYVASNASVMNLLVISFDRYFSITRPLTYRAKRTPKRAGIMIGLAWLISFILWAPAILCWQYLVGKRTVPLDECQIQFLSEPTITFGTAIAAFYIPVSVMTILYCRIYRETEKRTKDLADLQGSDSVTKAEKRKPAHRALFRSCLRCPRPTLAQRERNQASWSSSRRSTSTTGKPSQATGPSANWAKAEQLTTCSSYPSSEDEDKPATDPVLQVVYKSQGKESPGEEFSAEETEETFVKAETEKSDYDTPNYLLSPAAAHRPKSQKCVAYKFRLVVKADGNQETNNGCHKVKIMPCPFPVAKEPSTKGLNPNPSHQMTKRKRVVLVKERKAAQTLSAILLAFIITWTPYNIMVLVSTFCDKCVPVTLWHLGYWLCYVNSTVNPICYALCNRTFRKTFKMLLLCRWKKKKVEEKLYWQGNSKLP
CHRM5 antagonist = human M5 muscarinic receptor antagonists, primary screen, CHO cells, Fluo-8 calcium fluorescence; AID 624040, 2012; CHO-hM5 cells, ACh EC80; inhibition, % at 3 µM; Muscarinic acetylcholine receptor M5 (Homo sapiens), P08912; 0.59% of 360,000 active;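 active = inhibition above a per-plate cutoff, the mean of that plate's test compounds plus 3 SD, cut at about 27% in these data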;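 also: 0% = acetylcholine EC80 with DMSO and 100% = DMSO without agonist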
M5 PAM = human M5 muscarinic receptor positive allosteric modulators, primary screen, CHO-K1 cells, Fluo-8 calcium fluorescence; activation, % at 3 µM; Muscarinic acetylcholine receptor M5 (Homo sapiens), P08912; 0.3% of 360,000 active; CHO-K1 hM5, ACh EC20 PAM; 0% = ACh EC20, 100% = ACh EC100;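 active = activation above the run cutoff, the mean activation of all test compounds plus 3 SD, cut at about 18% in these data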
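Test system: CHO-K1 hM5 cells / Doses: single-point, 3 µM nominal / Times: Post-acetylcholine fluorescence recording 140 s / Technique: Fluo-8 calcium fluorescence / Measure: Max/basal fluorescence ratio as % of EC20–EC100 ACh window / Benchmarks: low control EC20 acetylcholine (0%), high control EC100 acetylcholine (100%) / Replicates: one well per compound, no replicates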
M4 ag = human M4 muscarinic receptor agonists, primary screen, CHO-K1 cells, Fluo-8 calcium fluorescence; Muscarinic acetylcholine receptor M4 (Homo sapiens), P08173; activation, % at 3 µM; CHO-K1 hM4/Gqi5; vehicle 0%, full acetylcholine response 100%; 0.14% of 360,000 active;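 active = activation above the run mean over all test wells plus 3 SD, cut at about 32% in these data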;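 also: peak over basal fluorescence ratio per well then scaled between controls; 0% = DMSO wells and 100% = acetylcholine at EC100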
CHRM1 antagonist = human M1 muscarinic receptor antagonists, primary screen, CHO-K1 cells, Fluo-8 calcium fluorescence, 1536-well | CHO-K1 hM1, ACh EC80 antagonist | inhibition, % at 3 µM | 1.3% of 360,000 active | AID 588852, 2011;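 active = percent inhibition above its own plate's cutoff, namely the mean of that plate's compound wells plus 3 SD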;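 also: peak over basal fluorescence ratio during 140 s after agonist addition; 0% = ACh EC80 plus DMSO and 100% = DMSO alone without agonist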
The depositor's hits bear a star; · = not tested or not shown. Not all compounds are listed (hit frequency here may not be typical).

SMILES | CHRM4 antagonist | M1 ag | TAAR1 agonist | CHRM1 PAM | M5 ag | CHRM5 antagonist | M5 PAM | M4 ag | CHRM1 antagonist
C[N+]1(CC(=O)OCCCc2ccccc2)CCCCC1 | -9 | -8 | 2 | -11 | -15 | 8 | -13 | 1 | 19
CCCn1c2ccccc2c2cnn(CC(=O)O)c(=O)c21 | 3 | -6 | 4 | -3 | -1 | 12 | -8 | 12 | 5
Cc1ccc(Nc2cc(=O)oc3ccccc23)c(C)c1 | 8 | -4 | 3 | 7 | -2 | -3 | 3 | 1 | -1
Nc1c(C(=O)Nc2ccccc2)c2nc3ccccc3nc2n1-c1ccc(O)cc1 | 24 | -1 | -1 | 4 | 5 | -1 | 13 | 6 | 4
COc1ccccc1C1C(C(=O)c2ccco2)=C(O)C(=O)N1c1cc(C)on1 (stereo unspecified) | -2 | -2 | -1 | 12 | -2 | 0 | 4 | -1 | -9
CN(C)S(=O)(=O)c1cc(NC(=O)CNCc2ccccc2)ccc1Cl | -3 | -6 | 9 | 3 | 1 | 3 | 0 | 11 | -7
O=C(COc1ncnc2ccccc12)NCC1CCCO1 (stereo unspecified) | -2 | -2 | 5 | 2 | -1 | 4 | 3 | 0 | 3
CS(=O)(=O)Nc1cccc(C2=NN(C(=O)c3cccc([N+](=O)[O-])c3)C(c3cccs3)C2)c1 (stereo unspecified) | -8 | -5 | 3 | -7 | 3 | -2 | 2 | 7 | 18
O=C1NC2(CCCCC2)C(=O)N1c1ccccc1 | -2 | -2 | 14 | 5 | -4 | 3 | -4 | 1 | 3
CCOc1ccc(CNC(=O)CCCN2C(=O)C(c3ccccc3)Oc3cccnc32)cc1 (stereo unspecified) | -3 | -2 | -3 | 1 | 4 | -14 | 5 | 1 | -2
S=C(Nc1cccc(Cl)c1)NC1CC2CCCC(C1)N2C1CCCC1 (stereo unspecified) | 9 | -9 | 6 | 2 | -2 | 7 | -4 | 3 | -6
COc1ccc(NS(=O)(=O)c2cc3c(cc2C)N(C(C)=O)CCO3)c(OC)c1 | -7 | -4 | 4 | 7 | 1 | 4 | -3 | 2 | -17
CN(Cc1ccccc1)c1nc(-c2ccc([N+](=O)[O-])cc2)nc2ccccc12 | 1 | -4 | 7 | 5 | -2 | -3 | 1 | 0 | -5
COc1ccc2[nH]c(=O)c(CN(CCN(C)C)C(=O)NCc3ccccc3)cc2c1 | -2 | -5 | · | 2 | -2 | 2 | 0 | 1 | 5
CCC(C)N(C(=O)Cn1nnc(-c2ccc(Cl)cc2)n1)C1CCS(=O)(=O)C1 (stereo unspecified) | -2 | -3 | 0 | 5 | 2 | 5 | -3 | 1 | -5
Cc1nc(NCCCn2ccnc2)c2ccccc2n1 | 8 | -15 | 8 | 7 | -1 | -1 | -1 | 1 | -8
CN(C1CCCC1)C1CCN(C(=S)Nc2cc(F)cc(F)c2)CC1 | -6 | -6 | 3 | 6 | -7 | 1 | 4 | 1 | -8
COc1ccc(CCN2CC(C(=O)NCC3(O)CCCCC3)CCC2=O)cc1 (stereo unspecified) | -18 | 6 | 2 | 18 | -2 | 0 | -5 | 1 | -14
Nn1c(-c2ccccc2Cl)nnc1-c1ccccc1Cl | -7 | -4 | 4 | 5 | -6 | -3 | 8 | 1 | -10
CCc1ccc(OCC2c3cc(OC)c(OC)cc3CCN2C(C)=O)cc1 (stereo unspecified) | 7 | -1 | · | 3 | 1 | -5 | 6 | 5 | -2
Cc1ccc(Sc2ccc(S(=O)(=O)Nc3ccc(C(=O)O)cc3)cc2)cc1C | 19 | 1 | 21 | 5 | 2 | 15 | -4 | 4 | 7
Cc1ccc2nc(N(CCCN(C)C)C(=O)c3ccc4ncsc4c3)sc2c1 | -1 | -2 | 5 | 7 | -7 | 1 | -4 | 4 | -12
CCN1C(=O)[C@H]2[C@@H](c3ccc(C)cc3)N3C(=O)N(c4cccc(F)c4)C(=O)[C@@]3(Cc3ccc(Cl)cc3)[C@H]2C1=O | -2 | -4 | 6 | 4 | 4 | 9 | 4 | 2 | 2
O=C(NC1CCCC1)C1CCCN1C(=O)Nc1ccccc1Cl (stereo unspecified) | -6 | -3 | 6 | 2 | -2 | 14 | -1 | 1 | -11
Cc1cccc(Oc2cc([N+](=O)[O-])cc3c2C(=O)Nc2ccccc2O3)c1 | 13 | -1 | 5 | -8 | -1 | 14 | -12 | 1 | 10

The list continues.
SMILES | CHRM4 antagonist | M1 ag | TAAR1 agonist | CHRM1 PAM | M5 ag | CHRM5 antagonist | M5 PAM | M4 ag | CHRM1 antagonist
COC(=O)N[C@@H]1C[C@H]2[C@@H]3CC[C@H]4C[C@@H](OC)CC[C@]4(C)[C@H]3CC[C@]12C | -3 | -5 | 10 | -9 | -1 | -4 | -17 | 12 | 8
CCCCn1c(CN2CCN(C(=O)c3ccco3)CC2)nc2c1c(=O)n(C)c(=O)n2C | 3 | -5 | 0 | 10 | 0 | -3 | 0 | 1 | -11
CCCCOc1ccc(S(=O)(=O)NNC(=O)C2Cc3c(ccc4ccccc34)O2)cc1 (stereo unspecified) | 1 | -1 | 10 | 14 | -1 | -2 | 1 | 1 | -19
CCCCCC(=O)N/N=C/c1cc(Br)c(O)c(OC)c1 | 1 | -4 | 5 | 11 | -2 | 0 | 2 | 2 | -11
COc1cccc(NC(=S)NCCC(c2ccccc2)c2ccccc2)c1 | 4 | 0 | 4 | -13 | -5 | 8 | -12 | 9 | 17
COc1ccccc1C1NC(=O)NC(C)=C1C(=O)OC1CCCC(C)C1 (stereo unspecified) | 3 | -3 | 3 | 15 | 5 | -2 | 3 | -1 | -15
O=C(COC(=O)CNC(=O)c1ccco1)Nc1ccc(Cl)cn1 | -4 | -3 | 3 | 7 | -1 | -6 | -4 | 1 | -5
Cc1ccc(NC(=O)C2(C)CCN2C(=O)CC(c2ccccc2)c2ccccc2)cc1 (stereo unspecified) | -22 | -9 | 0 | 3 | -4 | -10 | -3 | -1 | -21
CC1(c2ccccc2)NC(=O)N(CC(=O)NCCC2=CCCCC2)C1=O (stereo unspecified) | 1 | 1 | 18 | 9 | 2 | 0 | -1 | 2 | -16
O=C(N/N=C/c1cc(Br)ccc1O)c1ccncc1 | -13 | 2 | 4 | 6 | 6 | 2 | 4 | 4 | -10
Cc1ccn(CC(=O)O)c(=O)c1 | -9 | -5 | 7 | 8 | -1 | -6 | 6 | 1 | -11
CNC(=S)Nc1cc(OC)ccc1OC | -1 | -4 | 5 | -4 | 3 | 10 | -4 | 1 | -10
O=c1[nH]c(=O)n(-c2cc(Br)c(O)c(Br)c2)cc1Br | -7 | 5 | 1 | 11 | 2 | 8 | -5 | 2 | -19
O=C(Nc1ccc(F)cc1)/C(=C1/CCCCCN1)[N+](=O)[O-] | 5 | -3 | 0 | 6 | -7 | -7 | 4 | 1 | -5
COc1ccc(C2CC(c3ccccc3C(F)(F)F)=NN2c2ccc(S(N)(=O)=O)cc2)cc1 (stereo unspecified) | -4 | -3 | 9 | -2 | 1 | 1 | 4 | 1 | -6
CN(C)S(=O)(=O)Nc1ccc(Br)cc1F | 9 | -2 | 1 | 13 | 1 | -5 | 7 | 0 | -11
CCOC(=O)c1ccc(NC(=O)c2ccc(CN3CCc4ccccc4C3)cc2)cc1 | 0 | -5 | 4 | -25 | -20 | 6 | -2 | 9 | 30
Cc1cccc(C)c1-n1nnnc1C1(C)CCC(=O)N1CCc1ccc(O)cc1 (stereo unspecified) | 5 | · | 3 | · | 3 | 2 | -4 | 3 | ·
COc1ccc(C(C(=O)c2ccccc2)c2ccccc2)cc1 (stereo unspecified) | -8 | · | 1 | · | -3 | 17 | -14 | -1 | ·
O=C(NCCc1ccccc1)c1cccc(S(=O)(=O)NCc2ccccc2)c1 | -13 | 3 | 25 | 3 | 7 | 11 | -11 | 9 | -3
Cc1cccc(CSc2nnc(-c3cccs3)n2Cc2ccco2)c1 | -3 | -3 | 2 | 8 | -5 | 2 | -12 | -1 | -8

Shown comma-delimited: entries from further up.
canonical_smiles,CHRM4 antagonist,M1 ag,TAAR1 agonist,CHRM1 PAM,M5 ag,CHRM5 antagonist,M5 PAM,M4 ag,CHRM1 antagonist
CCCCCC(=O)N/N=C/c1cc(Br)c(O)c(OC)c1,1,-4,5,11,-2,0,2,2,-11
COc1cccc(NC(=S)NCCC(c2ccccc2)c2ccccc2)c1,4,0,4,-13,-5,8,-12,9,17
COc1ccccc1C1NC(=O)NC(C)=C1C(=O)OC1CCCC(C)C1 (stereo unspecified),3,-3,3,15,5,-2,3,-1,-15
O=C(COC(=O)CNC(=O)c1ccco1)Nc1ccc(Cl)cn1,-4,-3,3,7,-1,-6,-4,1,-5
Cc1ccc(NC(=O)C2(C)CCN2C(=O)CC(c2ccccc2)c2ccccc2)cc1 (stereo unspecified),-22,-9,0,3,-4,-10,-3,-1,-21
CC1(c2ccccc2)NC(=O)N(CC(=O)NCCC2=CCCCC2)C1=O (stereo unspecified),1,1,18,9,2,0,-1,2,-16
O=C(N/N=C/c1cc(Br)ccc1O)c1ccncc1,-13,2,4,6,6,2,4,4,-10
Cc1ccn(CC(=O)O)c(=O)c1,-9,-5,7,8,-1,-6,6,1,-11
CNC(=S)Nc1cc(OC)ccc1OC,-1,-4,5,-4,3,10,-4,1,-10
O=c1[nH]c(=O)n(-c2cc(Br)c(O)c(Br)c2)cc1Br,-7,5,1,11,2,8,-5,2,-19
O=C(Nc1ccc(F)cc1)/C(=C1/CCCCCN1)[N+](=O)[O-],5,-3,0,6,-7,-7,4,1,-5
COc1ccc(C2CC(c3ccccc3C(F)(F)F)=NN2c2ccc(S(N)(=O)=O)cc2)cc1 (stereo unspecified),-4,-3,9,-2,1,1,4,1,-6
